CHT PAM: human CHT allosteric activation | CHT-expressing cells, membrane potential dye, choline EC20; active compounds read high; LV-AA mutant CHT in HEK293 cells | AID 488977 | Q9GZV3 | 310,000 compounds, 0.49% hits | B-score at 10 µM;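 active = initial fluorescence not abnormally high and integrated response B-score, plate-corrected, over 3 SD above library mean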
Target sequence (Q9GZV3 whole entry, looked up): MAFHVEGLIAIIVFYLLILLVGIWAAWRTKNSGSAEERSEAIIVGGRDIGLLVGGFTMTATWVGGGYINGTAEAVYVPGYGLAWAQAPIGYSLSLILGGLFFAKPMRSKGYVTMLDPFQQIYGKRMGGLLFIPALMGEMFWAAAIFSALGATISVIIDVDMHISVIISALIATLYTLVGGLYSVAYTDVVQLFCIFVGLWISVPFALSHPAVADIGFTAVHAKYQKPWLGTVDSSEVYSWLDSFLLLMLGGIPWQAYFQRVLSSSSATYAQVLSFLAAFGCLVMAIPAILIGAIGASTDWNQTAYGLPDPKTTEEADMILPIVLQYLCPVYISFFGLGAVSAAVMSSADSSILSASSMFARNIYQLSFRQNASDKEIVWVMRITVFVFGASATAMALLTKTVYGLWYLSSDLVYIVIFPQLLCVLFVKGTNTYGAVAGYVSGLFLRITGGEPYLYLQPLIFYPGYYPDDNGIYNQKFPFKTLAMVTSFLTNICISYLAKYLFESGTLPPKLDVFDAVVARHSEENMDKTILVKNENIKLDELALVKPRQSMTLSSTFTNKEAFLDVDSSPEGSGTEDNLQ
OX1R antag: human HCRTR1 antagonism | O43613 | inhibition, % at 5 µM | AID 434989 | CHO/OX1R cells, Fluo-8 calcium fluorescence, orexin A | 330,000 compounds, 0.43% hits;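 active = inhibition above its plate's threshold, mean inhibition of all tested compounds on the plate plus 3 SD, cut at about 37% in these data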;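 note: 0% = orexin A challenge wells and 100% = SB-334867-A antagonist wells; not every result past the cut was called active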
Target sequence (O43613 whole entry, looked up): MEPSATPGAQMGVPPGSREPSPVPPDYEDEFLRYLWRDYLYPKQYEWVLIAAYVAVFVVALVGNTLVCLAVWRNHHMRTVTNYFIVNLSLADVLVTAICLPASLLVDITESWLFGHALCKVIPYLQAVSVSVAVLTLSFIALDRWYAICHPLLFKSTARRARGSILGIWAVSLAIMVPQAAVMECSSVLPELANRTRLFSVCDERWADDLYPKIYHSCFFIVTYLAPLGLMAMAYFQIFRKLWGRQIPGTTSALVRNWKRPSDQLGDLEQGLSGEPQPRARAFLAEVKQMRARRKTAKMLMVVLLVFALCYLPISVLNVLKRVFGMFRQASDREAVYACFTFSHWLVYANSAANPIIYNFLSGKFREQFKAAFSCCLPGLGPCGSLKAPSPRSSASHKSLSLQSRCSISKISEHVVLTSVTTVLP
* marks the source's active call; other numbers are inactive results.

What do the screens show for `O=C1C2C3C=CC(C3)C2C(=O)N1c1ccc(N2CCN(c3ccccn3)CC2)c([N+](=O)[O-])c1` (centres undefined)?
CHT PAM: inactive; OX1R antag: 28.8

What do the screens show for `O=C(Cn1nnc(-c2ccccc2Cl)n1)N1CCCCC1`?
CHT PAM: inactive; OX1R antag: 1.6

What do the screens show for `CC1CCCN(C(=O)Cn2nnc(-c3ccc(F)cc3)n2)C1` (centres undefined)?
CHT PAM: inactive; OX1R antag: -21.4

How did Cn1cc(SCC(=O)N2CCN(c3ccccc3)CC2)c2ccccc21 do in these assays?
CHT PAM: inactive; OX1R antag: -13.2

What do the screens show for `O=C(CNC(=O)c1ccc(F)cc1)N/N=C/c1cn[nH]c1-c1ccccc1`?
CHT PAM: inactive; OX1R antag: 3.5

What do the screens show for `O=C(CSc1ccccc1C(=O)O)c1ccc([N+](=O)[O-])cc1`?
CHT PAM: inactive; OX1R antag: -6.2

Results for O=C(Nc1nnc(CCc2ccccc2)s1)c1ccco1 ?
CHT PAM: inactive; OX1R antag: 6.4

How did Cc1ccsc1/C=N/NC(=O)CO do in these assays?
CHT PAM: inactive; OX1R antag: -1.4

What do the screens show for `O=c1cc(-c2ccccc2)nc2c(-c3ccccc3)c(C(F)(F)F)[nH]n12`?
CHT PAM: inactive; OX1R antag: -5.1

Results for COC(=O)CCC(NC(=O)c1cc(-c2ccc3c(c2)OCCO3)oc1C)C(=O)OC (centres undefined) ?
CHT PAM: inactive; OX1R antag: -34.2

What do the screens show for `O=C(NC(NNc1ccc([N+](=O)[O-])cc1)(C(F)(F)F)C(F)(F)F)c1ccc(Cl)cc1`?
CHT PAM: inactive; OX1R antag: -10.4

How did O=S(=O)(NCC1CCCO1)c1ccc(S(=O)(=O)N2CCc3ccccc3C2)cc1 (centres undefined) do in these assays?
CHT PAM: inactive; OX1R antag: -0.6

Results for C/C(CCC1CC(C)OC1=O)=N/Nc1nc(-c2ccccc2)cs1 (centres undefined) ?
CHT PAM: inactive; OX1R antag: -27.9

How did COc1cc(NC(=O)Cc2ccc(Cl)cc2)ccc1NC(=O)c1ccco1 do in these assays?
CHT PAM: inactive; OX1R antag: -24.5

Results for CCCOc1ccc(S(=O)(=O)NCCCN2CCOCC2)c2ccccc12 ?
CHT PAM: inactive; OX1R antag: -26.8

What do the screens show for `COCc1ccc(CN2CCc3c([nH]c4ccccc34)C2CC(C)C)o1` (centres undefined)?
CHT PAM: inactive; OX1R antag: -29.7

What do the screens show for `CCOc1ccc(C(=O)NC2CC3CCCC(C2)N3CC(C)C)cc1` (centres undefined)?
CHT PAM: inactive; OX1R antag: -25.0

How did COc1ccc(C(=O)Nc2nnc(SCC(=O)NCc3ccco3)s2)cc1OC do in these assays?
CHT PAM: inactive; OX1R antag: -6.8

Results for COc1ccc(CCN2C(=O)CC(N3CCN(C/C=C/c4ccccc4)CC3)C2=O)cc1OC (centres undefined) ?
CHT PAM: inactive; OX1R antag: -44.7

How did O=C(CCc1ccc(S(=O)(=O)NC2CCCCC2)cc1)NCc1cccnc1 do in these assays?
CHT PAM: inactive; OX1R antag: -29.2

How did c1ccc(COc2ccc(OCCCCN3CCCC3)cc2)cc1 do in these assays?
CHT PAM: inactive; OX1R antag: 5.2

Results for CCc1ccc(NC(=O)CSc2nnc(-c3cnccn3)n2Cc2ccco2)cc1 ?
CHT PAM: inactive; OX1R antag: -16.1

How did O=C(Nc1ccc2c(c1)OCO2)c1cc(C2CC2)on1 do in these assays?
CHT PAM: inactive; OX1R antag: -12.0

How did CCCN1CCC(NC(=S)Nc2cccc(Cl)c2Cl)CC1 do in these assays?
CHT PAM: inactive; OX1R antag: -11.5

How did COC(=O)C1=CN(Cc2ccc(C)cc2)C=C(C(=O)OC)C1c1ccc(F)c(F)c1 do in these assays?
CHT PAM: inactive; OX1R antag: -24.8

What do the screens show for `CCOc1ccc(OCC)c(S(=O)(=O)NCc2ccccc2)c1`?
CHT PAM: inactive; OX1R antag: -7.5

Results for O=C(COC(=O)c1ccco1)NC1CCCCC1 ?
CHT PAM: inactive; OX1R antag: -8.0

Results for CC(C)(C)c1cc(C(=O)Nc2ccccc2)ccn1 ?
CHT PAM: inactive; OX1R antag: -22.6

Results for CCCc1cc(=O)[nH]c(SCc2cc(=O)oc3c(C)c(C)ccc23)n1 ?
CHT PAM: inactive; OX1R antag: -16.0

Results for COCCCNC(=O)C(=O)NCC(c1ccco1)N1CCN(c2ccc(OC)cc2)CC1 (centres undefined) ?
CHT PAM: inactive; OX1R antag: -11.1

What do the screens show for `O=C(O)c1ccc(N=Nc2c(O)[nH]c3ccccc23)cc1`?
CHT PAM: inactive; OX1R antag: -25.1

How did CCc1ccc(C(=O)Nc2cccnc2Oc2ccc(Cl)cc2)cc1 do in these assays?
CHT PAM: inactive; OX1R antag: -36.5

Results for COc1ccc(C(=O)CN2C(=O)C(C)(C)Oc3ccc(C(=O)N4CCCCCC4)cc32)cc1 ?
CHT PAM: inactive; OX1R antag: -9.1

Results for O=C(COC(=O)c1ccccn1)Nc1ccc2c(c1)OCCO2 ?
OX1R antag: 0.8

Results for CCOC(=O)c1ccc(NC(=O)CN2CCN(C(=O)C3CCCO3)CC2)cc1 (centres undefined) ?
CHT PAM: inactive; OX1R antag: -9.2

Results for N#CCSc1nnc2c(Cl)cc(Cl)cn12 ?
CHT PAM: inactive; OX1R antag: 5.5

How did O=C(COC(=O)/C=C/c1cccc(Br)c1)Nc1cccc(S(=O)(=O)NC2=NCCC2)c1 do in these assays?
OX1R antag: -16.1

How did CC(c1ccccc1)N1C(=O)c2cccnc2C1=O (centres undefined) do in these assays?
CHT PAM: inactive; OX1R antag: -7.5

What do the screens show for `CCCCn1c(SCC(=O)c2ccccc2)nc2c1c(=O)[nH]c(=O)n2C`?
CHT PAM: inactive; OX1R antag: -16.6

Results for COc1ccc(CC(=O)Nc2cc(C)ccc2O)cc1OC ?
CHT PAM: inactive; OX1R antag: -5.1

How did COc1ccc(/C=C(/NC(=O)c2ccccc2)C(=O)N2CCCC2)cc1 do in these assays?
CHT PAM: inactive; OX1R antag: -5.5

What do the screens show for `CC(=O)N1CC(C)Oc2ccc(S(=O)(=O)NC(CC(=O)O)c3cc(C)ccc3C)cc21` (centres undefined)?
CHT PAM: inactive; OX1R antag: 14.7

How did Nc1nnc(SCC(=O)OCC(=O)c2ccccc2)s1 do in these assays?
CHT PAM: inactive; OX1R antag: -1.8

Results for CCOCC(=O)OCC(=O)NC12CC3CC(CC(C3)C1)C2 ?
CHT PAM: inactive; OX1R antag: -7.2

Results for COc1ccc(Br)cc1C(=O)NC(=S)Nc1ccc2[nH]c(=O)[nH]c2c1 ?
CHT PAM: inactive; OX1R antag: -6.9

What do the screens show for `COc1ccc(/C(O)=C2/C(=O)C(=O)N(CC3CCCO3)C2c2cccc(OC)c2)cc1` (centres undefined)?
CHT PAM: inactive; OX1R antag: -15.3

What do the screens show for `O=C(NNC(=O)C1CCCCC1)c1ccc(Br)cc1`?
CHT PAM: inactive; OX1R antag: 9.4

How did N/C(Cc1ccc([N+](=O)[O-])cc1)=N\OC(=O)Cc1ccc(Cl)cc1 do in these assays?
CHT PAM: inactive; OX1R antag: 2.7

How did COCCn1c(SCC#N)nnc1-c1ccccc1O do in these assays?
CHT PAM: inactive; OX1R antag: -5.0

What do the screens show for `Cc1cc(OC(=O)c2c(Cl)cccc2Cl)nc(C)n1`?
CHT PAM: inactive; OX1R antag: 9.4

How did Cc1cccc(C(=O)N2CCN(C(=O)c3cccc(C)c3)C(C)C2)c1 (centres undefined) do in these assays?
CHT PAM: inactive; OX1R antag: -6.9

What do the screens show for `Cc1nnc(NC(=O)c2ccc(-c3ccc(Cl)cc3)o2)s1`?
CHT PAM: inactive; OX1R antag: -15.4

How did Cc1ccc(-n2c(C)nn(Cc3ccc([N+](=O)[O-])cc3)c2=O)cc1 do in these assays?
CHT PAM: inactive; OX1R antag: -21.4

How did CCN(CC(=O)NCc1ccc(F)cc1)C(=O)C(C)Oc1cccc(Cl)c1 (centres undefined) do in these assays?
OX1R antag: -19.9

What do the screens show for `Cc1noc(C)c1S(=O)(=O)Nc1ccc(C(=O)NC2CCCCC2)cc1`?
CHT PAM: inactive; OX1R antag: -11.5

How did Cc1ncsc1CCOC(=O)c1ccccc1 do in these assays?
CHT PAM: inactive; OX1R antag: 3.5

How did Cc1ccc(NC(=O)Nc2nnc(Cc3ccc([N+](=O)[O-])cc3)s2)cc1C do in these assays?
CHT PAM: inactive; OX1R antag: -11.3

What do the screens show for `O=C(O)CCNC(=O)c1cncc(Br)c1`?
CHT PAM: inactive; OX1R antag: 7.0

What do the screens show for `ON1C(c2ccccc2)CC2(O)c3nonc3CCC12` (centres undefined)?
CHT PAM: inactive; OX1R antag: 5.8

Results for Cc1nn(CC(=O)NN)c(C)c1Br ?
CHT PAM: inactive; OX1R antag: -1.8

Results for COc1ccc(Cl)cc1NC(=O)COC(=O)C1COc2ccccc2O1 (centres undefined) ?
OX1R antag: -7.1

Results for COc1ccc(S(=O)(=O)Nc2ccc(S(=O)(=O)Nc3nc(C)cc(C)n3)cc2)cc1OC ?
CHT PAM: inactive; OX1R antag: -15.3

How did CCN1CCCC1CNC(=O)c1cc2cc(OC)c(OC)cc2[nH]1 (centres undefined) do in these assays?
CHT PAM: inactive; OX1R antag: -0.2

How did CC1(C)Cc2nc3sc4c(N(CCO)CCO)ncnc4c3cc2CO1 do in these assays?
CHT PAM: inactive; OX1R antag: -14.6

What do the screens show for `C=CCNC(=O)c1c(Cl)nc(C)c([N+](=O)[O-])c1C`?
CHT PAM: inactive; OX1R antag: -1.6

What do the screens show for `COc1ccc(C(=O)N2N=C3CC(C)(C)OCC3C2c2ccccc2)cc1` (centres undefined)?
CHT PAM: inactive; OX1R antag: -31.9

Results for COc1ccc(C(C(=O)NC2CCCC2)N(Cc2cccnc2)C(=O)Cc2cccs2)cc1OC (centres undefined) ?
CHT PAM: inactive; OX1R antag: -25.9

How did Cc1ccc2c(c1)C(=O)N1[C@H]3c4ccccc4OC[C@@H]3[C@H](c3ccccc3)[C@]1(C)C(=O)N2 do in these assays?
OX1R antag: -26.2

Results for CCOc1ccccc1OCC(=O)OC(C)C(=O)Nc1ncc(Cl)cc1Cl (centres undefined) ?
OX1R antag: -2.8

What do the screens show for `CS(=O)(=O)n1nc(OC(=O)c2cc(Br)ccc2Cl)cc1N`?
CHT PAM: inactive; OX1R antag: -6.1

Quoted from the listing (two entries):
Results for CCOc1ccccc1OCC(=O)OC(C)C(=O)Nc1ncc(Cl)cc1Cl (centres undefined) ?
OX1R antag: -2.8

What do the screens show for `CS(=O)(=O)n1nc(OC(=O)c2cc(Br)ccc2Cl)cc1N`?
CHT PAM: inactive; OX1R antag: -6.1

Other structures follow:
What do the screens show for `Cc1ccccc1-c1nc(CS(=O)CC(=O)NCCc2ccc(Cl)cc2)c(C)o1` (centres undefined)?
CHT PAM: inactive; OX1R antag: -16.1

What do the screens show for `CCCCc1nc2cc(C(=O)N3CCC(OC)CC3)ccc2o1`?
CHT PAM: inactive; OX1R antag: -5.1

How did O=C(COc1ccc(Cl)cc1)NCC(=O)N1CCC2(CC1)NCCc1[nH]cnc12 do in these assays?
CHT PAM: inactive; OX1R antag: 6.5

What do the screens show for `Cc1ccc2cc3c(NS(=O)(=O)c4cccc5nonc45)nn(CC(C)C)c3nc2c1`?
CHT PAM: inactive; OX1R antag: -20.2

Results for O=C(N/N=C/c1cccc([N+](=O)[O-])c1)C1CC1c1ccccc1 (centres undefined) ?
CHT PAM: inactive; OX1R antag: -18.3

What do the screens show for `Cc1oc(-c2ccc3c(c2)OCCO3)cc1C(=O)NCC(=O)O`?
CHT PAM: inactive; OX1R antag: 2.0

Results for Cc1cccc(C(=O)Oc2ccc(/C=N/O)cc2)c1 ?
CHT PAM: inactive; OX1R antag: -15.1

What do the screens show for `CCCCN(C)C(=O)c1ccc2c(c1)N(CC)C(=O)c1ccccc1S2=O` (centres undefined)?
CHT PAM: inactive; OX1R antag: -27.1

What do the screens show for `Cc1cc(-c2ccccc2)nc(N/N=C/c2cccnc2)n1`?
CHT PAM: inactive; OX1R antag: -24.0

How did CN1C(=O)C(O)(C2CCCCCC2=O)c2ccccc21 (centres undefined) do in these assays?
CHT PAM: inactive; OX1R antag: 2.4

What do the screens show for `CC1CCCC(NC(=O)Cc2ccc(Br)cc2)C1C` (centres undefined)?
CHT PAM: inactive; OX1R antag: -27.8

What do the screens show for `Cc1ccc(NC(=O)CN(C)Cc2nc3ccccc3c(=O)[nH]2)c(Br)c1`?
CHT PAM: inactive; OX1R antag: -27.7

What do the screens show for `Cc1ccccc1OCCOC(=O)c1cc(S(=O)(=O)N2CCCCC2)ccc1N1CCOCC1`?
OX1R antag: -44.5

Results for COc1cccc(NC(=O)Cn2cnc3sc(C)c(S(=O)(=O)N4CCN(C)CC4)c3c2=O)c1 ?
CHT PAM: inactive; OX1R antag: -6.3

In the list so far, these have an aryl thioether with sulfur outside any ring.
How did Cn1cc(SCC(=O)N2CCN(c3ccccc3)CC2)c2ccccc21 do in these assays?
CHT PAM: inactive; OX1R antag: -13.2

What do the screens show for `O=C(CSc1ccccc1C(=O)O)c1ccc([N+](=O)[O-])cc1`?
CHT PAM: inactive; OX1R antag: -6.2

How did COc1ccc(C(=O)Nc2nnc(SCC(=O)NCc3ccco3)s2)cc1OC do in these assays?
CHT PAM: inactive; OX1R antag: -6.8

Results for CCc1ccc(NC(=O)CSc2nnc(-c3cnccn3)n2Cc2ccco2)cc1 ?
CHT PAM: inactive; OX1R antag: -16.1

Results for CCCc1cc(=O)[nH]c(SCc2cc(=O)oc3c(C)c(C)ccc23)n1 ?
CHT PAM: inactive; OX1R antag: -16.0

Results for N#CCSc1nnc2c(Cl)cc(Cl)cn12 ?
CHT PAM: inactive; OX1R antag: 5.5

What do the screens show for `CCCCn1c(SCC(=O)c2ccccc2)nc2c1c(=O)[nH]c(=O)n2C`?
CHT PAM: inactive; OX1R antag: -16.6

How did Nc1nnc(SCC(=O)OCC(=O)c2ccccc2)s1 do in these assays?
CHT PAM: inactive; OX1R antag: -1.8

How did COCCn1c(SCC#N)nnc1-c1ccccc1O do in these assays?
CHT PAM: inactive; OX1R antag: -5.0
